Compound activity as filed in PubChem BioAssay.
TexasRed fluor – Texas Red fluorescence interference in TRb-SRC2 counter-screen | 0.29% of 280,000 active | TRb/SRC2 Texas Red total fluorescence interference | AID 1479 | Potency, µM (highest dose often 106 µM), for the others: at the top dose fluorescence change, negative = quenching; active means well fitted curve in either direction with a large enough effect; inconclusive means small, poorly fitted or top-dose-only effect; further: potency means the concentration at half of the fitted maximal effect; on the % scale 0 is the no-effect control and ±100 the full control effect
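Human TRβ ligand-binding domain (0.6 uM) and Texas Red SRC2 peptide (20 nM) in Tris buffer with 1 uM T3 and 5% DMSO were incubated with pinned compound for 5 hr at ambient temperature. Total fluorescence was computed as S + 2P (555/632 nm).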
Epigenetic reg – regulators of epigenetic silencing causing reporter derepression in mouse cells; murine LDR cells, GFP reporter derepression, 30 h; 0.2% of 280,000 active; Potency, µM (doses to about 53.9 µM), without a hit: top-dose GFP activation, usual class: activators; AID 1865; further: potency means the concentration at half of the fitted maximal effect; % of control where 0% means no effect; nearly all actives have a fitted effect of over 60% in size
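Murine LDR cells bearing a silenced CMV-driven GFP reporter were exposed to compound for 30 h at 37 C. After PBS washes, GFP-positive cells (20-120 um objects) counted by laser-scanning microplate cytometry.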
CBFb RUNX1 block – inhibitors of human CBF-beta and RUNX1 interaction; Q01196+Q13951; AlphaScreen CBFb-His/RUNX1-biotin binding, biochemical; Potency, µM (titrated, usually from 59.8 µM), for inactives: top-dose activity, negative = inhibition, hits mostly inhibitors; 230,000 tested, under 10 active; further: % of control where 0% means no effect
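Inhibition was taken as any reduction in AlphaScreen signal from the CBF-beta–RUNX1 pair (His and biotin tags, 30 nM each), measured after compound (15 min) and bead (90 min) incubations at room temperature.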
TRb-SRC2 inh – TRbeta-SRC2 interaction inhibition | P10828 | TRbeta-SRC2 peptide binding, fluorescence polarization; receptor liganded with 1 µM T3 | Potency, µM (doses to about 106 µM), without a hit: at the highest dose activity change, negative = inhibition, usual class: inhibitors | 0.065% of 280,000 active;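 further: potency means the concentration at half of the fitted maximal effect; plate controls were bound peptide for no effect and peptide without receptor for full effect; nearly all actives have a fitted effect of over 50% in size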
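Polarization signal, normalized between peptide-alone and full complex controls, measured compound effects on T3-liganded human TRb LBD (0.6 uM) binding 20 nM Texas Red SRC2 peptide after 5 hr.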
Tau fluor counter – counter-screen for tau fibril formation inhibitors; tau K18 P301L Alexa594 fluorescence, heparin fibrillization; Potency, µM (titrated, usually from 57.7 µM), for the others: at the top dose activity change, negative = decrease; 0.93% of 280,000 active; AID 1463; further: potency means the concentration at half of the fitted maximal effect; on the % scale 0 is the no-effect control and ±100 the full control effect; nearly all actives have a fitted effect of over 55% in size
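Human tau K18 P301L (15 uM unlabeled, 0.24 uM Alexa 594-labeled) in 100 mM sodium acetate pH 7 with 20 uM heparin, 6 hr at 37 C. ThT 30 uM added, 1 hr ambient; Alexa 594 FP and total fluorescence read at 555/632 nm.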
NPSR antag – antagonists of human neuropeptide S receptor cAMP signaling; Q6W5P4; CHO-NPSR cells, cAMP TR-FRET, antagonist mode; Potency, µM (titrated, usually from 38.3 µM), without a hit: top-dose activity change, negative = inhibition, hits mostly inhibitors; 1% of 220,000 active; AID 1461; further: potency means the concentration at half of the fitted maximal effect; on the % scale 0 is the no-effect control and ±100 the full control effect; nearly all actives have a fitted effect of over 50% in size; many of its hits are not listed in these tables
Target sequence (Q6W5P4 whole entry, looked up): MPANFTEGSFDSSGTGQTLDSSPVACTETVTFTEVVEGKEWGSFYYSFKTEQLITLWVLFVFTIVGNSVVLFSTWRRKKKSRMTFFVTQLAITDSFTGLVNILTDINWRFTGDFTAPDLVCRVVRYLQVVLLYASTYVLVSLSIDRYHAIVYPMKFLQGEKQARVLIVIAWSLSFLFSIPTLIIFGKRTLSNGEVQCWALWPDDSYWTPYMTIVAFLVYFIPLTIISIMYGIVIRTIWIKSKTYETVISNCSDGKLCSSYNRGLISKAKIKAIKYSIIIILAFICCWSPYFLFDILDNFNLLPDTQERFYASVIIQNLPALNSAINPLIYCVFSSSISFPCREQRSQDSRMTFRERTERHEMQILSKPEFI
Tau fibril FP – tau fibrillization inhibition (FP) | P10636 | K18 P301L tau heparin fibrillization, Alexa594 FP, 6 h | Potency, µM (top dose mostly 57.7 µM), for the others: at the top dose activity, negative = inhibition, hits mostly inhibitors | 0.39% of 280,000 active | AID 1468; further: potency means the concentration at half of the fitted maximal effect; on the % scale 0 is the no-effect control and ±100 the full control effect; nearly all actives have a fitted effect of over 55% in size
Target sequence (P10636 561-689 P618L limits assumed): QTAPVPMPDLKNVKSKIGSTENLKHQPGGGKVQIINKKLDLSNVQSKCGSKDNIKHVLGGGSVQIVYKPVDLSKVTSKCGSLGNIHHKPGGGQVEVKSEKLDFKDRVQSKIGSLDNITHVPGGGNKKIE
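Read-out: fluorescence polarization of Alexa 594-labeled tau (0.24 uM), 555 nm excitation, 632 nm emission. Mixtures held 15 uM unlabeled K18 P301L, compound and 20 uM heparin, pH 7 acetate buffer, incubated 6 hr at 37 C.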
GLA spleen mod – alpha-galactosidase A (human) modulation. 0.008% of 240,000 active. human spleen homogenate, 4MU-alpha-Gal fluorescence, 40 min. Potency, µM (doses to about 80 µM), for the others: top-dose activity change, negative = inhibition, most hits filed as inhibitors. P06280;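 further: potency means the concentration at half of the fitted maximal effect; 0% = enzyme with vehicle and -100% = no enzyme basal signal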
Target sequence (P06280 32-429 limits assumed): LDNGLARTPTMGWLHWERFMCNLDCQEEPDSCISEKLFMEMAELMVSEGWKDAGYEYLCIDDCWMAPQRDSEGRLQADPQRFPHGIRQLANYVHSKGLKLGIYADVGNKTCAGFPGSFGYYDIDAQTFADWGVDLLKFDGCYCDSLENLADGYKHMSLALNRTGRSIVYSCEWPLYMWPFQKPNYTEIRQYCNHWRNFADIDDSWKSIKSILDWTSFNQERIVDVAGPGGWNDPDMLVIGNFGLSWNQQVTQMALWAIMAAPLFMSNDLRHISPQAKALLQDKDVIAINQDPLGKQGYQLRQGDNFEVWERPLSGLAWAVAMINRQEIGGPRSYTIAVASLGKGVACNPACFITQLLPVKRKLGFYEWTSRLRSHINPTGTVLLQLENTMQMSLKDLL
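Human spleen homogenate (1 ug) was the enzyme source, with 4-methylumbelliferyl-alpha-D-galactopyranoside (1 mM final) in pH 5.0 citrate buffer with 0.01% Tween-20. Compounds were titrated; after 40 min at 37C, NaOH/glycine stop, 4-MU fluorescence read; AC50 from Hill fits.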
The depositor's hits bear a star; u = inconclusive; x = not tested or not shown; & = joins results of further samples; [ ] = remark or other dose. Unless noted, the call rests on the fitted dose curve; in most records, active means well fitted curve in the direction sought with a large enough effect; inconclusive means small, poorly fitted or top-dose-only effect, or another doubt; inactive means no such curve, though single readings can be large; an effect the other way counts as inactive or inconclusive. Some of the compounds tested; the hit share may differ from the screen's.

molecule | TexasRed fluor | Epigenetic reg | CBFb RUNX1 block | TRb-SRC2 inh | Tau fluor counter | NPSR antag | Tau fibril FP | GLA spleen mod
Cc1ccc(CN2CCN(CC(=O)NC(C)c3ccc4c(c3)OCCO4)C2=O)cc1 (stereo not given) | 2% | -1.4% | 4% | -16% | -6% | 6%[46.1 µM] | -9% | 3%
CCc1cc2c(=O)n(Cc3ccco3)c(SCC(=O)NC3CCS(=O)(=O)C3)nc2s1 (stereo not given) | 3% | -0.3% | -10% | -5% | -2% | -12% | 0% | 4%
Cn1c(CN2CCCC2)nc2cc(NC(=O)c3ccc(Cl)cc3)ccc21 | -1% | -1.3% | -7% | 1% | -18% | -25% | 2% | 5%
COc1ccccc1N1CCN(c2ccc(=O)n(CC(=O)O)n2)CC1 | 1% | -1.9% | x | 4% | -5% | x | -4% | x
C=CC1CN(CC(=O)OC)S(=O)(=O)c2ccccc21 (stereo not given) | -2%&-2% | 2.4% | -4%&7% | 8%&9% | -1% | 10% | -6% | -9%&3%
COC(=O)CC1C(C)(C)C(O)C2CC3=C4CC(O)OC(c5ccoc5)[C@]4(C)CCC3[C@@]1(C)C2=O (stereo not given in full) | 0% | -0.5% | 6% | -3% | -12% | x | 2% | -1%
Cc1ccc([N+](=O)[O-])cc1NCC(=O)NN | 1% | 0.2% | -21% | 5% | -7% | 8% | 4% | -3%
COc1cccc(NC(=O)C2CCN(S(=O)(=O)c3cccc4nonc34)CC2)c1 | 0% | -1.8% | x | 3% | -22% | x | -1% | x
COc1ccc(N2CCN(C(=O)CSc3nc4[nH]ncc4c(=O)n3-c3ccc(Br)cc3)CC2)cc1 | -4% | 0.0% | -17% | -13% | u | u | 11% | 3%
O=C(N[C@@H](Cc1ccccc1)C(=O)O)c1ccc(C(F)(F)F)cc1 | -2% | 0.8% | 24% | -6% | -3% | -3% | 8% | 19%
Cc1ccc(CNC(=O)CCc2nnc3n(C)c(=O)c4sccc4n23)cc1 | u | -2.5% | x | 1% | -6% | x | -7% | x
CC1CN(S(=O)(=O)c2cccc(C(=O)Nc3ccc4c(c3)CCC4)c2)CC(C)O1 (stereo not given) | -2% | -1.8% | -2% | 4% | -18% | -22% | -6% | -1%

An excerpt of these results, with values under each structure.
Values in the order: TexasRed fluor	Epigenetic reg	CBFb RUNX1 block	TRb-SRC2 inh	Tau fluor counter	NPSR antag	Tau fibril FP	GLA spleen mod
CC1CN(S(=O)(=O)c2cccc(C(=O)Nc3ccc4c(c3)CCC4)c2)CC(C)O1 (stereo not given)
    -2%	-1.8%	-2%	4%	-18%	-22%	-6%	-1%
C=CC1CN(CC(=O)OC)S(=O)(=O)c2ccccc21 (stereo not given)
    -2%&-2%	2.4%	-4%&7%	8%&9%	-1%	10%	-6%	-9%&3%

(list continues)
molecule | TexasRed fluor | Epigenetic reg | CBFb RUNX1 block | TRb-SRC2 inh | Tau fluor counter | NPSR antag | Tau fibril FP | GLA spleen mod
COc1ccccc1CNC(=O)C1CCC(CNc2c(N3CCOCC3)c(=O)c2=O)CC1 (stereo not given) | 2% | 0.8% | 5% | -2% | 0% | -9%[46.1 µM] | 0% | 9%
Cc1nonc1CN(C)C(=O)CC1C(=O)NCCN1Cc1cccc(C(F)(F)F)c1 (stereo not given) | 1% | 0.3% | 7% | -6% | -10% | 2% | -6% | 0%
CC1(C)NC(=O)N(CC(O)COc2ccccc2C(=O)N2CCCCC2)C1=O (stereo not given) | -1% | -0.4% | 2% | -2% | 4% | 8%[46.1 µM] | 3% | 4%
COc1ccccc1CNC(=O)C(=O)NCC(c1cccnc1)N1CCN(c2ccccc2)CC1 (stereo not given) | -20% | 0.0% | x | 0% | -2% | x | 16% | x
COc1cccc(CNC(=O)CSc2ncc(S(=O)(=O)c3ccc(C)c(Cl)c3)c(=O)[nH]2)c1 | -1% | 1.7% | x | -4% | 5% | x | 2% | x
CCc1cccc(OCCCn2ccnc2)c1 | -2%[53 µM] | -1.3% | 3% | -6%[53 µM] | 12% | 12% | 7% | -5%
CN1C2CCC1/C(=C/c1cccn1C)C(=O)/C2=C\c1cccn1C | 0% | -3.0% | -15% | -5% | -21% | -23% | -11% | 5%
COc1cc2c(cc1NC(=O)Nc1cccc(C)c1)oc1ccccc12 | -4% | -1.5% | 2% | -3% | 7.9µM*[quencher] | -25%[46.1 µM] | -1% | 4%
Cc1cccc(C(=O)Nc2nnc(Cc3c[nH]c4ccccc34)s2)c1 | 0% | -1.1% | -6% | 2% | u | -7%[46.1 µM] | 5% | 1%
CN(C)c1ccc(/C=N/NC(=O)COc2ccccc2)cc1 | -2% | -1.4% | -15% | -6% | -17% | -3% | -1% | 5%
O=S(=O)(NCCc1ccccn1)c1cccs1 | -3% | -1.0% | -1% | -3% | 2% | -13%[46.1 µM] | -13% | -2%
CC(O)/C=C/c1ccc2ccccc2n1 (stereo not given) | -4% | -1.1% | -1% | 2% | -10% | -13%[46.1 µM] | -1% | -7%
COc1ccc2oc(=O)c(-c3nc(-c4cc(OC)c(OC)c(OC)c4)no3)cc2c1 | -3% | -2.3% | x | 2% | -9% | x | -3% | x
COc1cc(NC(=O)CCn2c(=O)oc3ccccc32)cc(OC)c1OC | 8% | 0.0% | x | 0% | -22% | x | -6% | x
Cc1noc(C)c1CSc1nc2ccccc2n1CCc1ccccc1 | 3% | -1.0% | 11% | -9% | -14% | u | 2% | -2%
CC(CC(=O)Nc1ccc(F)cc1)S(=O)(=O)c1cc2c3c(c1)CCN3C(=O)CC2 (stereo not given) | 1% | 0.7% | x | -9% | 1% | x | -3% | x
COc1ccc(-c2cc3nc(C)cc(N4CC(C)CC(C)C4)n3n2)cc1 (stereo not given) | -1% | 0.0% | 1% | 7% | -13% | -9%[46.1 µM] | 4% | 3%
CCN(CC)C(=O)Nc1ccc(C(=O)OC)cc1 | 1% | -1.8% | 4% | -2% | -3% | -7%[46.1 µM] | 4% | -2%
Cc1ccc(CNC(=O)C(OC(=O)c2ccco2)C(C)C)cc1 (stereo not given) | -3% | 0.0% | 9% | 0% | 1% | -10%[46.1 µM] | 1% | 4%
O=C(O)c1cc(NC(=O)C2CCCO2)cc(NC(=O)C2CCCO2)c1 (stereo not given) | -4% | 0.0% | 6% | -5% | -2% | -13%[46.1 µM] | -3% | 4%
CCOC(=O)N1CCN(C(=O)c2nn(-c3cc(OC)cc(OC)c3)c(=O)c3ccccc23)CC1 | -1% | 0.0% | 15% | 1% | 1% | -9%[46.1 µM] | 6% | 0%
COC(=O)C1=C(C(=O)OC)[C@@H]2N(C)c3ccc(OC)cc3[C@@]23C[C@@H](C(=O)OC)N(C(=O)c2ccco2)C3=N1 | 3%[11.2 µM] | x | 5%[13.1 µM] | 4%[11.2 µM] | -4%[11.6 µM] | x | 0%[11.6 µM] | 12%[17.5 µM]
O=C(CN1CCN(S(=O)(=O)c2ccc(Br)cc2)CC1)N/N=C/c1cc([N+](=O)[O-])ccc1Cl | -1% | 0.0% | -12% | 0% | -22% | -6% | 3% | 0%
O=C(NC(Cc1c[nH]c2ccccc12)C(=O)O)/C(=C/c1ccco1)NC(=O)c1ccccc1 (stereo not given) | -2% | 0.1% | -26% | 6% | -4% | 21% | 2% | 1%
CCN1C(=O)/C(=C2/Sc3ccc(OC)cc3N2C)SC1=Nc1cccc(O)c1 | -1% | u | 3% | -3% | u | -5%[46.1 µM] | u | 6%
CCOC(=O)c1c(NC(=O)Cn2nnc(-c3ccc(Cl)cc3)n2)sc(CC)c1C | -5% | -1.0% | 10% | -15% | -21% | -11%[46.1 µM] | -8% | 5%
CCCN(CC1CC1)C(=O)COC(=O)c1ccc2c(c1)C(=O)N(c1ccc(OCC)cc1)C2=O | -1% | 4.8% | -3% | 4% | -5% | -39% | -1% | 0%
CCOC(=O)c1ccc(NC(=O)COC(=O)c2cccc(Oc3ccccc3)c2)cc1 | -1% | 2.4% | 24% | -6% | u | -4% | u | -13%
Cc1nc2sc(C(c3ccccc3)N3CCOCC3)c(O)n2n1 (stereo not given) | -2% | 0.0% | -1% | 3% | 1% | 3%[46.1 µM] | -9% | -1%
Cc1nn(Cc2cccc(C(=O)Nc3ccn(Cc4c(F)c(F)cc(F)c4F)n3)c2)c(C)c1[N+](=O)[O-] | -1% | 2.7% | -13% | 5% | -24% | -21%[46.1 µM] | 3% | 3%
O=C(C[n+]1ccc(/C=N/O)cc1)N(Cc1ccccc1)Cc1ccccc1 | 5% | -0.1% | -4% | 9% | -1% | 7% | -1% | 2%
Cc1ccc(SCc2nc3ccccc3n2CC(=O)Nc2ccccc2)cc1 | 0% | -1.4% | 1% | -7% | -24% | u | 11% | 0%
Cc1ccc(S(=O)(=O)Nc2ccccc2C(=O)NCc2cccnc2)cc1 | 1% | -0.1% | -5% | 2% | -14% | 13% | -1% | 4%
C/C(=N\NC(=O)CC#N)c1cc2ccc(O)cc2oc1=O | -3% | 0.2% | -6% | -2% | -6% | 11% | 1% | u
COc1ccc(C(=O)N2CCN(c3cccc(Cl)c3)CC2)cc1 | 0% | 1.0% | -3% | 5% | -10% | 0% | 11% | 6%
CCCCOCCCNC(=O)N[C@@H](CC(C)C)C(=O)O | 3% | 0.0% | 0% | -2% | 2% | -2%[46.1 µM] | -4% | 5%
COc1ccc2c(c1)CC(C(=O)Nc1ccc(Br)c(C)c1)CO2 (stereo not given) | 0% | -1.7% | x | 8% | -17% | x | -7% | x
Cn1c(=O)[nH]c(=O)c2c1nc(SCC(=O)Nc1ccccc1)n2Cc1ccccc1 | 0% | 0.0% | 8% | 7% | -15% | -11%[46.1 µM] | -8% | -4%
COCC(C)NCc1cccc([N+](=O)[O-])c1 (stereo not given) | -4% | -1.1% | -1% | -6% | -4% | -3%[46.1 µM] | -4% | -2%
CCOc1ccc(/C=C2/C(=N)N3OC(C)=CC3=NC2=O)cc1OC | 0% | -0.3% | 2% | 1% | -7% | -11% | -3% | -2%
